Efa HMGR inh = inhibitors of E. faecalis class II HMGR, primary screen, biochemical, Enterococcus faecalis. purified E. faecalis HMGR, NADPH absorbance 340 nm kinetic. inhibition, % at 10 µM. AID 1066, 2008. HMG-CoA reductase (Enterococcus faecalis, mvaE). 0.41% of 190,000 active;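 active means inhibition above a set limit, the median over all tested compounds plus 3 SD, cut at about 9.5% in these data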;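 further: enzyme runs in reverse so mevalonate oxidation gives rising NADPH absorbance; 0% = complete reaction with DMSO and 100% = background rate lacking mevalonate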
FLuc act counter = FLuc activators, initial screening, artefact control for FLuc-dependent activation tests, biochemical, ATPlite luminescence. Luciferin 4-monooxygenase (Photinus pyralis), P08659. AID 1027, 2008. 200,000 tested, under 10 active. activation factor at 10 µM. ATPlite luciferase biochemical, 10 min; 0 = ATP-free wells, 1 = DMSO control;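 active means luciferase activation factor, scaled between plate controls, of at least 2 with compound at 10 µM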
Target sequence (P08659 whole entry, looked up): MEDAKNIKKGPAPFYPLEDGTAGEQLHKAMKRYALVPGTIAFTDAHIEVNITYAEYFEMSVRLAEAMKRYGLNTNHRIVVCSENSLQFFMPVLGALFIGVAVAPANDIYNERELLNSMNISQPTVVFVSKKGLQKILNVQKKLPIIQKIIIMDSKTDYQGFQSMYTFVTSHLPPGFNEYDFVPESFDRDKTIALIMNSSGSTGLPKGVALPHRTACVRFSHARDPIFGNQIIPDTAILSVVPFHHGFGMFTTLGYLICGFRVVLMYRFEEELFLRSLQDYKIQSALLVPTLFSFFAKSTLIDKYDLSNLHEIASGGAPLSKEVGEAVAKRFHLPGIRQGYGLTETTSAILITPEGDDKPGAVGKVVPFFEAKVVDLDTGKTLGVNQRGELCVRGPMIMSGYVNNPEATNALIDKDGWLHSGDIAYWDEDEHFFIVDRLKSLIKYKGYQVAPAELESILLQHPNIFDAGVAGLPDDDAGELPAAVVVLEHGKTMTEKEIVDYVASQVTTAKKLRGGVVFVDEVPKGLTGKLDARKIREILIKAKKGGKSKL
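Assay system: Luciferase/luciferin detection reagent, cell-free biochemical luciferase assay / Also added: ATP substrate / Schedule: 10 min at ambient temperature / Measured by: luminescence measurement of luciferase light output / Benchmarks: low control with PBS replacing ATP, high control enzyme plus ATP without compound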
Diaph act CS = compounds boosting diaphorase resazurin reduction – biochemical, uHTS, resorufin fluorescence, counter-screen for diaphorase-coupled primary assays, primary screen; activation factor at 20 µM; 0.005% of 190,000 active; Diaphorase/resazurin coupled assay, 16 min; active compounds read high; 1 = vehicle wells, 0 = NADH-free wells;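 active means diaphorase activity raised at least twofold by the compound at 20 µM; inactive means activation factor below 2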
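Material: purified diaphorase enzyme from Clostridium kluyveri; Also added: 0.114 mM NADH and 0.1 mM resazurin, final amounts; Doses: single compound dose of 20 µM, 1% DMSO final; Times: 16 min enzyme reaction, ambient temperature; Detection: resorufin fluorescence, excitation 544 nm, emission 590 nm; Measure: increased resorufin signal from activators or reducing compounds.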
PMI act satM6P = human PMI activators, high substrate, primary screen, biochemical, fluorescence intensity, near-saturating mannose 6-phosphate; coupled PMI enzyme assay, resazurin fluorescence, 20 min; active compounds read high; 1 = untreated enzyme, 0 = substrate-free blank; activation factor at 20 µM; 0.34% of 190,000 active; AID 1216, 2008;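 active means activation factor of 2 or more at 20 µM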
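Test system: Human PMI in coupled enzyme assay | Input: 15 ng/mL PMI | Medium: HEPES-buffered pH 7.4 with magnesium and detergent | Compound: One concentration, 20 µM, in 1% DMSO | Incubation: Enzyme reaction with compound 20 min at room temperature | Detection: Diaphorase-driven resazurin-to-resorufin fluorescence, excitation 544, emission 590 nm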
Diaph inh CS = diaphorase inhibitors and chemical oxidizers, primary screen, counter-screen for diaphorase-coupled primary assays, biochemical, uHTS, resorufin fluorescence. diaphorase resazurin-to-resorufin fluorescence, NADH, 16 min; bacterial (C. kluyveri) enzyme, not human. inhibition, % at 20 µM. 0.69% of 190,000 active. AID 1217, 2008;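 active means primary screen inhibition at 20 µM above a set limit, cut at about 50% in these data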;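 further: plate controls were DMSO with full reaction for no effect and wells lacking NADH for full effect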
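Test system: diaphorase enzyme from Clostridium kluyveri; amount: diaphorase at 0.14 U/mL in enzyme working solution; detection: fluorescence of resorufin formed from resazurin, Ex 544/Em 590 nm; times: reaction incubation of 16 min at room temperature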
PMI act = activators of human PMI, primary screen, biochemical, fluorescence intensity, near-Km mannose 6-phosphate | purified human PMI, coupled resazurin fluorescence, 20 min; active compounds read high; 1 = vehicle control, 0 substrate-free wells | activation factor at 20 µM | 0.005% of 190,000 active | AID 1214, 2008;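 active means activation factor of 2 or more at 20 µM, relative to plate controls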
TNAP inh hi DEA = human TNAP enzyme inhibitors, primary screen, biochemical, luminescent, high phosphate acceptor level, uHTS; Alkaline phosphatase, tissue-nonspecific isozyme (Homo sapiens), P05186; purified TNAP, CDP-star luminescence, 1 M DEA; inhibition, % at 20 µM; 0.03% of 200,000 active; AID 1135, 2008;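 active means over 50% inhibition of tissue-nonspecific alkaline phosphatase at 20 µM in the single-dose screen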;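 further: plate controls were DMSO wells for no effect and EDTA-quenched wells as full inhibition for full effect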
Target sequence (P05186 whole entry, looked up): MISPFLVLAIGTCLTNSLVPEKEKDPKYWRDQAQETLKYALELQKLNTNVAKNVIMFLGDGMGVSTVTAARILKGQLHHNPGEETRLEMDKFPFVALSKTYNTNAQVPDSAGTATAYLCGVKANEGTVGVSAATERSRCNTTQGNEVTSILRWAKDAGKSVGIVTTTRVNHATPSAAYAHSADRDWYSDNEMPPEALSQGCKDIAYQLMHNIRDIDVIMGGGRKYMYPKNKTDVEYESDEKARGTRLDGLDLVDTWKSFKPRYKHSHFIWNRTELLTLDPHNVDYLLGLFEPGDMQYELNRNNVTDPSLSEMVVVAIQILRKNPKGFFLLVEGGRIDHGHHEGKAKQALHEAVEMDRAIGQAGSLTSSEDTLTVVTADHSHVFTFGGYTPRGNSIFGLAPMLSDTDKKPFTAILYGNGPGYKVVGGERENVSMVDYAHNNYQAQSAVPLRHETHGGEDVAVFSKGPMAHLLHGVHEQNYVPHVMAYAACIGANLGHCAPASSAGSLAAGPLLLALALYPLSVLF
TNAP inh no acc = human TNAP enzyme inhibitors, primary screen, biochemical, luminescent, no phosphate acceptor, uHTS. 0.26% of 200,000 active. purified TNAP, CDP-star luminescence, 30 min. inhibition, % at 20 µM. AID 1012, 2008. Alkaline phosphatase, tissue-nonspecific isozyme (Homo sapiens), P05186;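 active means tissue-nonspecific alkaline phosphatase inhibition above about 50% at 20 µM in the single-dose screen, limit read from the data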;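 further: 0% = DMSO negative control and 100% = EDTA positive control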
G6PDH counter = L. mesenteroides G6PDH inhibitors, counter-screen for G6PDH-coupled screening assays, biochemical, Leuconostoc mesenteroides enzyme | glucose-6-phosphate dehydrogenase [Leuconostoc mesenteroides] | inhibition, % at 5 µM | AID 1020, 2008 | Purified L. mesenteroides G6PDH, diaphorase/resazurin coupled fluorescence, 45 min | 0.12% of 200,000 active; in the data active means inhibition above about 50%
TNAP act hiacc = TNAP activators at high phosphate acceptor level, primary screen, biochemical, luminescence, uHTS; 200,000 tested, under 10 active; purified TNAP, CDP-star luminescence, 1 M DEA, 30 min; active compounds read high; 0 = EDTA background, 1 = DMSO-only activity; activation factor at 20 µM; Alkaline phosphatase, tissue-nonspecific isozyme (Homo sapiens), P05186;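 active means activation factor at least 2 at 20 µM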
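Dosing: 20 µM single point. System: human TNAP. Amount: TNAP 1/800 final. Incubation: 30 min, room temperature. Read-out: TNAP activation factor scaled between EDTA and DMSO control wells. Signal: luminescence from CDP-star hydrolysis. Medium: 1 M DEA, pH 9.8, Mg2+, Zn2+. Control set: EDTA negative control, DMSO positive control.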
Numbers without * were called inactive; . = no result given.

SMILES	Efa HMGR inh	FLuc act counter	Diaph act CS	PMI act satM6P	Diaph inh CS	PMI act	TNAP inh hi DEA	TNAP inh no acc	G6PDH counter	TNAP act hiacc
Cc1nnc(NC(=O)CSCc2ccccc2)s1	0	1	1.1	1	-7	1	-6	2	20	1.1
O=c1cc(N2CCC3(CC2)OCCO3)[nH]c(=O)n1C1CCCCC1	-1	1	0.9	0.8	9	0.9	-3	-6	8	1
CCN1CCN(CC(=O)c2c(C)n(C)c3ccc(OC)cc23)CC1	-2	1.1	0.8	0.9	22	0.9	-16	-13	-3	1.2
CC(C)OC(=O)CC(=O)CSc1nc2c(cc1C#N)CCCCCC2	-3	1.1	0.7	1	26	0.9	-3	-13	1	1
CC(C)c1nc(SCC(=O)Nc2nc3c(s2)CCCC3)c2ccccc2n1	-1	1	0.8	0.7	23	0.8	1	-10	-24	1
COc1ccccc1OCC(=O)Nc1ccc(C(N)=O)cc1	-6	1.1	0.9	1	12	1	-6	-7	7	1.1
CC(=O)N/N=C/C1=CCC2CC1C2(C)C (configuration not stated)	-4	1	0.9	1	9	1	-4	-15	0	1
O=S1(=O)C=C(SCc2ccc(F)cc2)Nc2ccccc21	-1	1	0.9	0.9	12	1	-4	-12	1	1
CC(C)NC(=O)C1CCCN(S(=O)(=O)c2cccs2)C1 (configuration not stated)	0	1	1	1	1	1	-7	-10	13	1.1
Cc1cccc(/C=C/c2nc3ccccc3c(=O)n2Cc2ccccc2)c1	-2	1.1	1.1	1	-10	1	-3	11	-10	1
Clc1ccc(-n2cnnn2)cc1	-2	1	0.8	1	15	0.9	-1	-12	-12	1
CN(C)C(=O)c1ccc(N/C=C(\C=O)c2nc3ccccc3o2)cc1	-1	1	0.9	1	8	1	-6	-54	5	1.1
O=C(c1cc2nc(-c3ccco3)cc(C(F)(F)F)n2n1)N1CCN(c2ccccn2)CC1	0	1	0.7	0.9	25	0.9	0	-8	-2	1
CCCn1c(C)nc2c(c1=O)c1nc3ccccc3nc1n2CCC1=CCCCC1	2	1.1	0.8	1.1	20	1.1	-7	-4	10	1.1
O=C(CCN1CCCCC1)NCNC(=O)CCN1CCCCC1	-4	1	0.9	0.9	13	0.9	-7	-10	-9	1.1
COCCNc1ncnc2nc[nH]c12	-2	1	0.8	1	15	1	-3	-16	-3	1
O=C(Oc1cccc(C(=S)N2CCCCC2)c1)c1ccccc1	-4	1	0.9	0.9	14	0.9	0	-7	7	1
Cc1[nH]c2ccccc2c1/C=N/NC(=O)CNC(=O)COc1ccccc1	1	1	0.8	0.9	18	0.9	0	-9	9	1
COC(=O)c1ccccc1NC(=O)COc1ccccc1[N+](=O)[O-]	-2	1	0.8	1	19	1.1	2	-4	5	1
COC(=O)c1ccccc1NC(=O)Oc1ccc(C(C)C)cc1	-3	1	0.9	1	9	1	-2	-4	1	1
COc1cccc(CN(C)CC(=O)Nc2ccccc2C(=O)Nc2ccccc2)c1OC	1	1	0.8	0.9	19	0.9	-2	-6	1	1
COc1ccccc1C(=O)NNC(=S)NC(=O)c1sc2ccccc2c1Cl	-8	1	0.8	1.2	17	1.1	-1	-87	-10	1
COc1ccc(Cn2c(=O)[nH]c3cc(C(=O)NCCCN4CCCCCC4)ccc3c2=O)cc1	0	1.1	1.3	1	-31	1	-1	-5	-6	1
Cc1ccc[n+](/C(=C\C(=C=[N-])C#N)C(=O)c2ccc(Cl)cc2)c1	-1	1.1	.	.	.	.	-1	-7	11	1
Cc1nnc(SCC(=O)Nc2ccccc2)[nH]c1=O	-4	1	0.9	0.9	11	0.9	1	-3	5	1
CNC(=O)[C@@H]1C[C@H]1[C@@H](NC(=O)OCc1ccccc1)c1ccccc1	-10	1	0.8	1	16	1	-4	-13	12	1
O=C(O)CCNC(=O)c1ccc(Br)o1	1	1	1.2	1.1	-17	1.1	-9	1	11	1.1
Cc1ccc(N2CCN(c3ccc(C)cc3)C2c2cccnc2)cc1	-2	1.1	1.1	1.2	-5	1.1	-9	2	3	1.1
N=c1n(CCN2CCCCC2)c2ccccc2n1CC(O)COc1ccccc1 (configuration not stated)	3	1.1	1	1	2	1.1	-12	-10	-1	1.1
CCOC(=O)Cc1csc(NC(=O)c2c(-c3ccccc3)noc2C)n1	-2	1.1	0.9	1	11	1	-6	-8	7	1.1
Cc1ccc(Nc2c(-c3cccnc3)nc3ccc(Br)cn23)cc1	0	1	1.1	1.1	-11	1.1	-3	-15	7	1
C/C(=N\NC(=O)c1ccc(-c2ccccc2)cc1)C1C(=O)c2ccccc2C1=O	-2	1.1	0.9	1.2	8	1.2	14	-7	7	0.9
CCOc1ccccc1N1CCN(S(=O)(=O)c2cccs2)CC1	-1	1.1	0.9	0.9	10	0.9	-3	-8	-17	1
c1ccc(Cn2c(NCc3ccco3)nc3ccccc32)cc1	-2	1	0.9	0.8	14	0.8	4	-5	13	1
COc1ccc(OC)c(C(O)c2nc3ccccc3n2C(C)C)c1 (configuration not stated)	-2	1	0.9	1	7	1	2	-5	3	1
C=CCc1ccccc1OCC(=O)OCCNC(=O)c1cccnc1	-3	1	0.9	1.1	7	1	-5	-16	4	1.1
CCc1ccc(N(C(=O)CNC(=O)c2ccco2)C(C(=O)NCC2CCCO2)c2ccccc2)cc1 (configuration not stated)	-4	1	0.9	0.9	10	0.9	-3	-6	15	1
O=C(N/N=C\c1cn[nH]c1-c1ccccc1)c1cccs1	-2	0.8	0.9	1.1	8	1.1	0	12	2	1
CCC(=O)Nc1ccc(Br)cn1	-2	1	0.9	1	6	1	-3	-4	10	1
O=C(CCNc1ccc(Cc2ccncc2)cc1)c1ccc([N+](=O)[O-])cc1	-6	1.1	0.9	0.3	8	0.4	-2	-4	9	1

Rewritten with bars between the fields: 3 of the compounds above
molecule | Efa HMGR inh | FLuc act counter | Diaph act CS | PMI act satM6P | Diaph inh CS | PMI act | TNAP inh hi DEA | TNAP inh no acc | G6PDH counter | TNAP act hiacc
CCc1ccc(N(C(=O)CNC(=O)c2ccco2)C(C(=O)NCC2CCCO2)c2ccccc2)cc1 (configuration not stated) | -4 | 1 | 0.9 | 0.9 | 10 | 0.9 | -3 | -6 | 15 | 1
O=C(N/N=C\c1cn[nH]c1-c1ccccc1)c1cccs1 | -2 | 0.8 | 0.9 | 1.1 | 8 | 1.1 | 0 | 12 | 2 | 1
CCC(=O)Nc1ccc(Br)cn1 | -2 | 1 | 0.9 | 1 | 6 | 1 | -3 | -4 | 10 | 1

The list goes on:
SMILES	Efa HMGR inh	FLuc act counter	Diaph act CS	PMI act satM6P	Diaph inh CS	PMI act	TNAP inh hi DEA	TNAP inh no acc	G6PDH counter	TNAP act hiacc
Cc1ccc(NC2=Nc3ccccc3CS2)cc1	-5	0.3	0.7	0.9	27	0.9	-4	-1	1	1
O=C(O)CN1CCCC1=Nc1ccccc1	2	1	1	1.2	-4	1	-2	-9	8	1
CC(Cl)C(=O)Nc1ccccc1C#N (configuration not stated)	-4	1.1	0.9	1.1	13	1.1	-5	-1	9	1.1
CCCNCc1cc(OCC)c(OCC(=O)Nc2ccccc2)cc1Br	0	1	0.9	1	12	0.9	0	-4	0	1
Cc1cnc(C(=O)Nc2ccc(N3CCCCC3)cc2)cn1	2	0.5	1	1	-1	1.1	3	-11	-4	1
CCC1(c2ccccc2)NC(=O)N(Cc2cccc([N+](=O)[O-])c2)C1=O (configuration not stated)	-1	1	0.9	1	10	1	-4	-8	0	1
Cc1ccc(-c2c(C#N)c(N)nc3c2CCCC3)s1	1	1.1	0.9	0.9	10	0.9	-5	2	-8	1
C#CCSc1ncc(S(=O)(=O)c2ccccc2)c(=O)[nH]1	-4	1	1	1	4	1	-3	6	9	1
CC(=O)CC(=O)NC(=NC1CCCCC1)Nc1nc(C)cc(C)n1	1	1	0.9	0.9	11	0.9	0	18	-27	1
CCCn1c(N)c(N2CCCCC2)c(=O)n(CC(=O)Nc2ccc(OC(F)(F)F)cc2)c1=O	-5	1	1	1.1	2	1.1	-2	1	7	1
Cc1cccc(-c2nc3ccccc3c(=O)n2NC(=O)/C=C/c2ccc([N+](=O)[O-])cc2)c1	-3	1	0.7	0.9	27	0.8	0	-16	21	1
CCOc1ccc(NC(=O)Cc2c(O)c3ccccc3[nH]c2=O)cc1	-6	1	0.9	0.9	12	0.9	-1	-7	3	1
COc1ccccc1CNC(=O)/C=C/c1ccc(Br)o1	2	1	0.9	1.3	8	1.3	4	-2	3	1
COc1ccc(C2C(C(=O)OCC(=O)Nc3ccc(C)cc3)CCC(=O)N2c2ccc(OC)cc2)cc1 (configuration not stated)	-2	1	0.8	0.9	19	0.8	-1	-15	5	1
O=C(Nc1ccc2[nH]c(=S)sc2c1)c1ccccc1	-3	0.9	0.8	1.3	24	1.4	-5	5	-1	1
CCCn1nnnc1SCC(=O)c1ccc2c(c1)OCCO2	-1	0.9	0.8	1	18	1	-10	-11	-16	1.1
CN(C1CCCCC1)S(=O)(=O)c1ccc(C(=O)N2CCN(c3nc4ccccc4s3)CC2)cc1	-4	1.1	0.8	0.9	20	0.9	-2	0	-24	1
CCCC[n+]1ccc(-c2nc3ccc([N+](=O)[O-])cc3[nH]2)cc1	-2	1	1	1.2	-4	1.2	-2	-12	12	1
O=C(COC(=O)CCC(=O)c1ccc(F)cc1)Nc1cccc(S(=O)(=O)N2CCOCC2)c1	0	1	0.8	1	19	1.1	-4	-12	5	1
Cn1nnnc1SCc1ccc([N+](=O)[O-])cc1	-3	1.1	1	1.1	3	1	-2	-26	-15	1
O=C(CN1CCN(Cc2ccccc2Cl)C1=O)NC1CCCCCC1	-1	1	0.9	1.1	10	1	-6	-21	-2	1.1
